HEK293 tox = cytotoxic in the GLP-1 receptor inverse agonist counter-screen; 410,000 compounds, 0.13% hits; Potency, µM (highest dose often 38.3 µM), for the others: at the top dose activity change, negative = inhibition, actives largely listed as inhibitors; HEK293 cAMP-luciferase reporter cells, luminescence, 24 h;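 also: loss of luciferase light is scored as toxicity; potency is read from the fitted curve at half-maximal effect; % is scaled to controls: 0 for no effect and ±100 for the full control effect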
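Cells in DMEM/10% Nu serum/1% pen-strep, 1536-well format. Pre-incubated 12 h, dosed with 23 nL compound, incubated a further 24 h. Luciferase detection, 12 min at room temp, luminescence.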
D3 ag = activates the human D3 dopamine receptor | P35462 | D3R DiscoveRx beta-arrestin cells, luminescence, 90 min | max activation, % | 410,000 compounds, 0.58% hits; in the data active = max activation above about 30%; also: 0% is about no effect; mostly tested at two doses, the higher about 12 µM
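Agonist-mode cell screen: cells plated at 1500/well and incubated overnight at 37 °C, then exposed to library compounds for 90 min at 37 °C. Detection reagent was added for 30–60 min at room temperature, and luminescence was read.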
DRD3 antagonist = antagonists of human D3 dopamine receptor | P35462 | D3R cells, DiscoveRx beta-arrestin luminescence, antagonist mode; hits give low values | max response, negative = inhibition, % | 360,000 compounds, 2.5% hits; in the data active = max response below about -50%; inconclusive = no clear call, values can overlap the other calls; also: % is scaled to controls: 0 for no effect and ±100 for the full control effect; mostly tested at two doses, the higher about 12 µM
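Cells expressing the human receptor were seeded at 1500 cells/well, incubated overnight at 37 degrees C in 5% CO2, then exposed to library compounds with dopamine controls for 90 minutes at 37 degrees C before luminescent detection.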
GLP1R ag = agonists of human GLP-1 receptor | P43220 | HEK293 GLP-1R CRE-luciferase, luminescence, 4-6 h; cells express a hypersensitive GLP-1R form | Potency, µM (highest dose often 45.6 µM), without a hit: at the top dose activation, actives largely listed as activators | 380,000 compounds, 0.007% hits | AID 624172; also: potency is read from the fitted curve at half-maximal effect; % of control where 0% means no effect
IL2 activator = IL-2 activation; IL-2 activation reporter assay, cell-based qHTS; stimulated with anti-CD3/CD4/CD28 beads; in transgenic mouse T cells; activation, % (series mostly up to about 46 µM); 360,000 compounds, 0.065% hits; in the data active = activation above about 50%; inconclusive = mostly about 30% to 49%; also: 0% is about no effect
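Using fluorescent plate cytometry, EGFP and DsRed are detected in transgenic mouse T cells stimulated 18 h at 37 degrees C with antibody-coated beads after 60 min compound pretreatment.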
GLP1R inv ag = inverse agonists of human GLP-1 receptor; Potency, µM (doses to about 38.3 µM), for the others: top-dose activity change, negative = inhibition, most hits filed as inhibitors; P43220; 410,000 compounds, 1.6% hits; HEK293 GLP-1R CRE-luciferase, luminescence, 24 h; GLP-1R form is constitutively active; also: potency is read from the fitted curve at half-maximal effect; % is scaled to controls: 0 for no effect and ±100 for the full control effect; nearly all actives have a fitted effect of over 55% in size
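Using stably transfected HEK293 (constitutively active GLP-1R, cAMP-luciferase reporter), compounds were incubated 24 hr and luciferase measured by luminescence.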
PI5P4K alpha inh = blocks human PI5P4K alpha kinase activity. PI5P4Kalpha enzyme, ADP-Glo luminescence, 60 min; hits give low values. max response, %. 330,000 compounds, 1.2% hits. AID 652105; active = max response of -50% or lower; inconclusive = between -30% and -50%; inactive = -30% or higher; also: value at the top dose of about 77 µM; % is scaled to controls: 0 for no effect and ±100 for the full control effect
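Reactions run in 0.038 M HEPES pH 7.4, 0.28 mM EGTA, 0.1% CHAPS and 5% DMSO, with PI5P4Kalpha, substrate, compound and 5 microM ATP final, one hour at room temperature. Readout is ADP-Glo luminescence.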
PLK1 PBD block = inhibitors of human PLK1 polo-box domain binding; AID 720504; 360,000 compounds, 2.8% hits; Plk1 PBD binding of FITC phosphopeptide, fluorescence polarization; Potency, µM, for inactives: max response, negative = inhibition, hits mostly inhibitors; also: potency is read from the fitted curve at half-maximal effect; series mostly up to about 57 µM; % is scaled to controls: 0 for no effect and ±100 for the full control effect; nearly all actives have a fitted effect of over 65% in size
WRN inhibitor = blocks human WRN helicase; Potency, µM (top dose mostly 114 µM), for the others: top-dose activity change, negative = inhibition, usual class: inhibitors; Q14191; 360,000 compounds, 0.46% hits; WRN helicase unwinding, fluorescent forked duplex, kinetic; also: potency is read from the fitted curve at half-maximal effect; % is scaled to controls: 0 for no effect and ±100 for the full control effect; nearly all actives have a fitted effect of over 55% in size
Target sequence (Q14191 whole entry, looked up): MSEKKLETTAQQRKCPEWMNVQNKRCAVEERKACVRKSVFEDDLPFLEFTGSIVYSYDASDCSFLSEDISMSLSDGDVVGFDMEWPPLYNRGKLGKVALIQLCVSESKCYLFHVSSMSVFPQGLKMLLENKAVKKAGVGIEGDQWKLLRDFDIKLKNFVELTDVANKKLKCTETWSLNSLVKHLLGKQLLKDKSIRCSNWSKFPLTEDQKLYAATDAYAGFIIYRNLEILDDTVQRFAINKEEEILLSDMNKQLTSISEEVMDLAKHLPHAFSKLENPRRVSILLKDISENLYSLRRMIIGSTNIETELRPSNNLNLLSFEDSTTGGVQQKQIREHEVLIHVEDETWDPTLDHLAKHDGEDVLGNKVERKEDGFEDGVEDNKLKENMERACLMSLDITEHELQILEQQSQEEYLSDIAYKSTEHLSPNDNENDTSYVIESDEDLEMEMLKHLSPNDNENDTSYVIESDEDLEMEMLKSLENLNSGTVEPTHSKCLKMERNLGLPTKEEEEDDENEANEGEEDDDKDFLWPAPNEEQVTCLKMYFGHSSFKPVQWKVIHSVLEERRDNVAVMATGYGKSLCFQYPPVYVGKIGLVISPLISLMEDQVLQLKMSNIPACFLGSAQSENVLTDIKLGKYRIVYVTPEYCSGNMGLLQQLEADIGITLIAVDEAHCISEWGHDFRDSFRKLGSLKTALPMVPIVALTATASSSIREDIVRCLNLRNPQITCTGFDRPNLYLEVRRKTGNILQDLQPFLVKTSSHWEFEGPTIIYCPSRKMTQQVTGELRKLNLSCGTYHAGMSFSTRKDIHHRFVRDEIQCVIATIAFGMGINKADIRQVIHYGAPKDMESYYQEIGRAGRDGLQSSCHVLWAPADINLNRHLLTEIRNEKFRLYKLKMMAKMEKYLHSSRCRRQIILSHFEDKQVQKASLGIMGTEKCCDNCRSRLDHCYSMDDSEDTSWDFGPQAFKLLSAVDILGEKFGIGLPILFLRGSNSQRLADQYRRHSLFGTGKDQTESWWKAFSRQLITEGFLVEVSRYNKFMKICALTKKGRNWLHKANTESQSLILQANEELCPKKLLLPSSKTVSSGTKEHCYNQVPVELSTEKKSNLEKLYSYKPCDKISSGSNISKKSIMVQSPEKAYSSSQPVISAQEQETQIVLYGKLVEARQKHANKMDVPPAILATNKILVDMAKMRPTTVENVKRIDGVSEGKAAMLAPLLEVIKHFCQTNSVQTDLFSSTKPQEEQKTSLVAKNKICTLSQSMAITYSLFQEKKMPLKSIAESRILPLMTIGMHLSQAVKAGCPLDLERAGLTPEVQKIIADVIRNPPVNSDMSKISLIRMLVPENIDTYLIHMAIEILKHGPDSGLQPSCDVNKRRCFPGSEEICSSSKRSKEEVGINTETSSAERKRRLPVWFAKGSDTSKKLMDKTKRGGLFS
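Screening of the MLSMR collection measured strand separation of a quenched forked DNA duplex (100 nM) by 20 nM WRN with 2 mM ATP, all final. Compounds were preincubated with enzyme 15 min at room temperature.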
* marks the source's active call; other numbers are inactive results; ? = inconclusive; . = not tested or not shown; & = joins results of further samples; [ ] = dose if it differs, or a comment. Unless noted, calls follow the shape of the dose curve; as a rule, active = well fitted curve in the direction sought with a large enough effect; inconclusive = small, poorly fitted or top-dose-only effect, or another doubt; inactive = no such curve, though single readings can be large; an effect the other way counts as inactive or inconclusive.

item	structure	HEK293 tox	D3 ag	DRD3 antagonist	GLP1R ag	IL2 activator
1	CNS(=O)(=O)c1cccc(C(=O)OCc2cc(=O)n3cc(Br)ccc3n2)c1	13%	3	2	1%	-1.0
2	O=C1NC(=O)/C(=C/C(=O)N2CCOCC2)S1	3%	3	16	-8%	0.8
3	c1ccc2c(c1)OCC(c1nnc3sc(-c4cnccn4)nn13)O2 (stereo not given)	-1%	30*	21	-5%	-2.0
4	Cn1nnnc1SCCNCc1ccccc1F	-5%	-26	1	-4%	0.3
5	COc1ccc(-c2[nH][nH]c(=O)c2NC(=O)c2ccc(C)cc2)cc1	-2%	-11	-85*	4%	-0.1
6	CCN(CC)S(=O)(=O)c1cccc(C(=O)N[C@H](C(=O)NC2=NCCS2)C(C)C)c1	-4%	1	4	9%	-0.8
7	Cc1nn(CC(=O)OCC(=O)Nc2c(C(C)C)cccc2C(C)C)c(C)c1[N+](=O)[O-]	7%	4	17	2%	-0.4
8	CC1(c2ccccc2Br)NC(=O)N(CC(=O)Nc2ccc(S(N)(=O)=O)cc2)C1=O (stereo not given)	1%	10	15	11%	0.0

item	GLP1R inv ag	PI5P4K alpha inh	PLK1 PBD block	WRN inhibitor
1	71%[activator]	-19	-17%	-6%
2	10%	-4	-1%	-6%
3	0%	.	28µM*	-18%[57.1 µM]
4	-6%	.	-2%	12%
5	5%	-14	-6%	5%
6	-9%	0	-4%	-13%
7	0%	4	30µM*	-2%
8	7%	3	-6%	8%

Next records:
item	structure	HEK293 tox	D3 ag	DRD3 antagonist	GLP1R ag	IL2 activator
9	COc1ccc(Cl)c(-c2cc(C(=O)NC(C)C)[nH]n2)c1	5%	3	17	4%	1.0
10	O=C(NCCc1ccccc1)C(c1ccncc1)N(C(=O)c1csnn1)C1CC1 (stereo not given)	3%	-3	-9	-8%	-2.0
11	Cc1c(C(=O)N2CCOCC2)sc2ncn(CC(=O)N3CCC(C)CC3)c(=O)c12	7%	3	17	-3%	-1.7
12	COC(=O)C[C@H]1c2cc(C(F)(F)F)ccc2S(=O)(=O)N1C1CCCCC1	5%	8	-6	14%	0.9
13	O=C(c1ccccc1)n1ccn(-c2ccccc2)c1=S	4%	-4	8	1%	1.1
14	O=C(Nc1nncs1)c1cccc(S(=O)(=O)N2CCc3ccccc32)c1	-2%	-2	2	5%	-0.4
15	Cc1ccccc1CN1C(=O)CN(S(C)(=O)=O)CC1(C)C(=O)Nc1c(C)cccc1C (stereo not given)	1%	3	8	.	-0.1
16	COc1ccc(CCNC(=O)CCn2c(=O)oc3ccccc32)cc1OC	1%	0	0	?	-2.6

item	GLP1R inv ag	PI5P4K alpha inh	PLK1 PBD block	WRN inhibitor
9	15%	-2	3%	7%
10	3%	.	-23%	7%
11	-5%	6	-15%	-16%
12	2%	1	-10%	-6%
13	12%	-4	-4%	0%
14	8%	?	3.4µM*	-8%[57.1 µM]
15	18%	1	-2%	-4%
16	65%[activator]	6	-12%	4%

Entries of single compounds as entered above.
`COC(=O)C[C@H]1c2cc(C(F)(F)F)ccc2S(=O)(=O)N1C1CCCCC1` reads HEK293 tox: 5%; D3 ag: 8; DRD3 antagonist: -6; GLP1R ag: 14%; IL2 activator: 0.9; GLP1R inv ag: 2%; PI5P4K alpha inh: 1; PLK1 PBD block: -10%; WRN inhibitor: -6%
`O=C(c1ccccc1)n1ccn(-c2ccccc2)c1=S` reads HEK293 tox: 4%; D3 ag: -4; DRD3 antagonist: 8; GLP1R ag: 1%; IL2 activator: 1.1; GLP1R inv ag: 12%; PI5P4K alpha inh: -4; PLK1 PBD block: -4%; WRN inhibitor: 0%
`O=C(NCCc1ccccc1)C(c1ccncc1)N(C(=O)c1csnn1)C1CC1` (stereo not given) reads HEK293 tox: 3%; D3 ag: -3; DRD3 antagonist: -9; GLP1R ag: -8%; IL2 activator: -2.0; GLP1R inv ag: 3%; PI5P4K alpha inh: .; PLK1 PBD block: -23%; WRN inhibitor: 7%

(further entries)
item	structure	HEK293 tox	D3 ag	DRD3 antagonist	GLP1R ag	IL2 activator
17	COc1ccccc1NC(=O)CSc1nnc(NC(=O)C2CC2)s1	-5%	4	1	4%	-3.9
18	O=C(NCc1ccc(F)cc1)c1ccc(CS(=O)(=O)Cc2ccc(F)cc2)o1	-11%	6	37	-8%	-0.6
19	CCOc1ccc(CCNC(=O)c2cccc(S(=O)(=O)N3CCOCC3)c2)cc1OCC	1%	3	-5	3%	0.9
20	CCN(Cc1ccccc1)S(=O)(=O)c1ccc(C(=O)Nc2nnc(C3CC3)o2)cc1	-28%	3	2	-3%	-1.6
21	Cc1ccc(C)c(NC(=O)c2ccc3c(c2)N(Cc2ccc(F)cc2)C(=O)CS3=O)c1 (stereo not given)	4%	3	-9	-1%	1.1
22	CC(=O)Nc1ccccc1NC(=O)CC(C)(C)C	1%	2	2	-12%	-2.6
23	Nc1c(N(CCO)C(=O)C2CCCC2)c(=O)[nH]c(=O)n1Cc1ccccc1	0%	2	12	-4%	-0.5
24	O=C(NC1CCN(Cc2ccccc2)C1)c1cccc(S(=O)(=O)N2CCOCC2)c1 (stereo not given)	0%	-29	?	15%	2.7

item	GLP1R inv ag	PI5P4K alpha inh	PLK1 PBD block	WRN inhibitor
17	5%	2	-4%	-25%
18	?	0	-5%	-3%
19	-3%	-2	-10%	6%
20	?	-5	-14%	-4%
21	?	-58*	-1%	-1%[11.6 µM]
22	9%	.	-6%	3%
23	0%	7	2%	3%
24	-9%	1	-1%	-1%

Continuation.
item	structure	HEK293 tox	D3 ag	DRD3 antagonist	GLP1R ag	IL2 activator
25	CCOC(=O)N1CCN(C(=O)c2cc3c(-c4cccc(OC)c4)nn(C)c3s2)CC1	-11%	7	52	24%	-0.4
26	O=C(/C=C/c1ccccc1)NNC(=O)C1CC1	5%	0	-7	7%	0.4
27	CC(=O)N=c1n(C)c2ccccc2n1CCOc1ccccc1	-1%	4	18	-1%	1.4
28	CN(C)CCN1C(=O)c2oc3ccc(F)cc3c(=O)c2C1c1ccncc1 (stereo not given)	2%	-2	-7	-3%	1.2
29	Cc1ccccc1-c1nc(CS(=O)(=O)CC(=O)NC(C)c2ccccc2)c(C)o1 (stereo not given)	-11%&-12%	1&-15	-13	7%&-1%	-1.1
30	COC(C/C=C/[C@H](O)[C@@H](C)OCc1ccccc1)OC	2%	-28	0	5%	0.6
31	Fc1ccccc1OCCCCCCN1CCCC1	5%	-42	-4	-1%	-2.5
32	CCOc1ccc(C2=Nn3c(nnc3-c3ccccc3)SC2)cc1Cl	-3%	-2	0	0%	-1.0

item	GLP1R inv ag	PI5P4K alpha inh	PLK1 PBD block	WRN inhibitor
25	11%	1	-2%	12%
26	-8%	.	-17%	2%
27	1%	-8	4%	12%
28	3%	1	1%	-3%
29	4.5µM*	0	-11%	7%
30	-1%	12	-9%	-1%
31	-15%	.	-3%	-2%
32	15%	-2	-13%	4%

Next section.
item	structure	HEK293 tox	D3 ag	DRD3 antagonist	GLP1R ag	IL2 activator
33	CCN(CC)C(=O)Cn1nnc(-c2ccc(S(C)(=O)=O)cc2)n1	4%	8	9	-5%	-0.2
34	Cc1ccc(N2CCN(C(=O)c3ccccc3NC(=O)C3CCCCC3C(=O)O)CC2)cc1 (stereo not given)	-4%	1	10	0%	1.0
35	COC(=O)c1ccc(C(=O)OC)c(NC(=O)COC(=O)C2CC2C)c1 (stereo not given)	-2%	0	5	1%	-2.5
36	O=C(COC(=O)c1c(F)cccc1F)Nc1cccc(S(=O)(=O)N2CCCCC2)c1	2%	3	0	0%	0.5
37	Cc1cccc2cc(COC(=O)C(C)(C)C)c(=O)[nH]c12	4%	3	15	-1%	0.5
38	O=C(COc1ccccc1Cl)NNC(=O)C1CCCO1 (stereo not given)	7%	2	23	-7%	5.7
39	Cc1ccc2[nH]c3c(=O)n(CC(=O)NCc4ccco4)ncc3c2c1	1%&5%	-3&1	-18	-6%	0.0
40	Cc1ccc(C)c(N2CC(C(=O)OCC(=O)Nc3cc(C)on3)CC2=O)c1 (stereo not given)	0%	12	0	2%	0.4

item	GLP1R inv ag	PI5P4K alpha inh	PLK1 PBD block	WRN inhibitor
33	15%	1	-4%	0%
34	35%[activator]	-3	-2%	-15%[57.1 µM]
35	2%	2	-5%	6%[57.1 µM]
36	4%	-10	0%	5%
37	-5%	8	-25%	3%
38	-1%	-4	-1%	-35%
39	4%&3%	-29	-9%	-21%
40	2%	-4	1%	-4%[57.1 µM]

(next part)
item	structure	HEK293 tox	D3 ag	DRD3 antagonist	GLP1R ag	IL2 activator
41	C[C@H](CO)N1C[C@H](C)[C@@H](CN(C)C(=O)Nc2ccccc2F)Oc2cc(Br)ccc2S1(=O)=O	-9%	-4	13	2%	-0.5
42	Cc1nn(Cc2ccc(F)cc2)c(C)c1NC(=O)c1nn(C)cc1Cl	1%	-5	-26	-3%	2.4
43	Cc1ccccc1Cc1c(C)nc2nc(SCC(=O)NCCCN3CCCCC3)nn2c1C	-3%	-3	0	10%	-0.2
44	COc1ccc(OC)c(C=NNC(=O)c2ccccc2NS(=O)(=O)c2cccs2)c1	3%	3	6	3%	-0.5
45	COCCN(C(=O)Nc1ccc(OC)cc1OC)C1CCN(C(C)=O)CC1	-18%	3	-2	-18%	0.3
46	COc1ccc(CN2CCCC(CO)(Cc3ccc(F)cc3)C2)c(OC)c1OC (stereo not given)	2%	-13	8	3%	-0.3

item	GLP1R inv ag	PI5P4K alpha inh	PLK1 PBD block	WRN inhibitor
41	5%	-6	-3%	6%
42	4%	.	-5%	8%
43	?	8	-10%	0%
44	-3%	-11	-13%	-6%
45	-25%	0	3%	10%
46	?	-1	-2%	-9%
